# A-T KAP1 phos – potential ataxia-telangiectasia treatment; […] A-T fibroblasts, KAP-1 phosphorylation AlphaLISA; neocarzinostatin DNA damage 30 min before lysis; Potency, µM (top dose mostly 57.5 µM), without a hit: top-dose activation, hits mostly activators; 320,000 compounds, 0.19% hits; note: potency is the fitted concentration of half-maximal effect; % of control where 0% means no effect; nearly all actives have a fitted effect of over 45% in size
#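 hTERT-immortalized A-T patient fibroblasts ([…]), 500 cells/well in OPTI-MEM, 1% FBS, got compounds for 60 min, then NCS for 30 min at 37C. Lysates were then assayed for phospho-KAP-1 by AlphaLISA (anti-pKAP1 donor, anti-KAP1 acceptor beads), 6 hr at 25C.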
# KCNH2 WT inh – blocks the wildtype human KCNH2 potassium channel; 340,000 compounds, 0.37% hits; U2OS, BacMam KCNH2, thallium flux FluxOr; active compounds read low; activity change, % at 1.84 µM;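 active = maximum activity change below -70%; inconclusive = maximum activity change between -70% and -50%; inactive = maximum activity change above -50%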; note: % is set by controls: 0 for no effect and ±100 for the full control effect
#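 U2OS cells were transduced with wild-type KCNH2 virus (2.03 x 10^8 / mL) for 4 h at room temperature, then cultured overnight at 37 C. Thallium flux was read with FluxOr dye. Rate constants were normalized to DMSO controls.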
# GALK inh – galactokinase (human) inhibition. P51570. Purified GALK, Kinase-Glo residual ATP luminescence. Potency, µM (series often up to 57.5 µM), without a hit: at the highest dose activity change, negative = inhibition, actives largely listed as inhibitors. 270,000 compounds, 0.007% hits; note: potency is the fitted concentration of half-maximal effect; % is set by controls: 0 for no effect and ±100 for the full control effect
#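 Human GALK (5 nM) with 35 uM ATP and 100 uM galactose in 20 mM HEPES pH 8.0, 5 mM MgCl2, 60 mM NaCl, 1 mM DTT, 0.01% BSA. After 1 h at room temperature, leftover ATP was read by Kinase-Glo Plus luminescence.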
# S-ASM inh – human S-ASM enzyme inhibition; P17405; placental ASM, HMU-PC fluorogenic substrate, 60 min; Potency, µM (doses to about 57.5 µM), inactives show at the highest dose activity change, negative = inhibition, hits mostly inhibitors; 340,000 compounds, 0.006% hits; AID 504937; note: potency is the fitted concentration of half-maximal effect
#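 Human placenta-derived ASM enzyme was preincubated with compound for 10 minutes at room temperature, then given fluorogenic substrate HMU-PC0 (9 uM final) for 60 minutes at 37 °C; a pH 10 stop preceded fluorescence reading at Ex 386/Em 447 nm.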
# CXXC DNA block – MLL CXXC-DNA interaction inhibition. Q03164. MLL-CXXC / FITC-HOXA9 DNA fluorescence polarization. Potency, µM (titrated, usually from 115 µM), for inactives: at the top dose activity change, negative = inhibition, actives largely listed as inhibitors. 290,000 compounds, 0.037% hits. AID 2662; active = well fitted inhibition curve with a large enough effect in the polarisation, with a control signal flat, not every such curve was filed as active; inconclusive = small, poorly fitted or top-dose-only effect, or effect the other way, or a change in a side signal; inactive = no such curve, though single readings can be large or run the other way; the % refers to the polarisation; note: potency is the fitted concentration of half-maximal effect
#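 Steps: dispense CXXC domain solution (7 uM) → pin compounds or unlabeled HOX-A9 DNA control → 5 min ambient → add FLSN-HOX-A9 solution (50 nM) → spin → 30 min ambient → fluorescence polarization. Tris pH 7.5/NaCl/DTT/BSA buffer.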
# MBNL1-CUG inh – blocks human MBNL1 binding to CUG repeat RNA; 280,000 compounds, 0.036% hits; Potency, µM (highest dose often 57.5 µM), without a hit: top-dose activity change, negative = inhibition, actives largely listed as inhibitors; Q9NR56; TR-FRET MBNL1-His/biotin-(CUG)12 binding, 665/545 ratio; active = well fitted inhibition curve with a large enough effect in the signal ratio, with a control signal flat, not every such curve was filed as active; inconclusive = small, poorly fitted or top-dose-only effect, or effect the other way, or a change in a side signal; inactive = no such curve, though single readings can be large or run the other way; the % refers to the signal ratio; note: potency is the fitted concentration of half-maximal effect; % is set by controls: 0 for no effect and ±100 for the full control effect
#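 TR-FRET readout: Ex 340 nm, 665/545 nm emission ratio, normalized to buffer-only (basal) and MBNL1-(CUG)12 controls. Complex of MBNL1-His with Biotin-(CUG)12, compounds 92 nM–58 uM, incubated 60 min at room temperature.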
# TRPV1 agonist – agonists of human vanilloid receptor 1 (TRPV1); 320,000 compounds, 0.19% hits; AID 540275; activation, % at 8.33 µM; Q8NER1; TRPV1-expressing cells, Fluo-8 calcium influx, agonist mode; in the data active = activation above about 80%; inconclusive = between about 30% and that limit; note: 0% is about no effect
#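 Cells expressing TRPV1 were dye-loaded with Fluo-8 and read kinetically: 10 s baseline, 3 min after compound (agonist portion), then 2 min after EC20 capsaicin (allosteric enhancer portion). Calcium-bound dye fluorescence at 480/520 nm.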
# KCNH2 3.1 block – blocks the human KCNH2 3.1 channel isoform. 340,000 compounds, 0.95% hits. AID 720553. U2OS KCNH2 3.1, thallium flux FluxOr; active compounds read low. activity change, % (tested at about 1.8 µM);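 active = maximum activity change below -70%; inconclusive = maximum activity change from -70% to -50%; inactive = maximum activity change above -50%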;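 note: thallium influx rate constant from kinetic fluorescence after stimulation buffer; % is set by controls: 0 for no effect and ±100 for the full control effect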
#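 U2OS cells transduced with KCNH2 3.1 mutant virus (1.77 x 10^8 /mL, 4 h), plated overnight at 37 C, loaded 45 min with FluxOr dye plus Red40 quencher. Thallium flux rate constant from kinetic reads after stimulation buffer, normalised to controls.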
# a7 integrin act – integrin-mediated muscular dystrophy alleviation activation; alpha7betagal myoblasts, beta-gal FDG fluorescence, 48 h; Potency, µM (series often up to 38.3 µM), for the others: at the highest dose activation, hits mostly activators; 350,000 compounds, 0.064% hits;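 note: potency is the fitted concentration of half-maximal effect; 100% = response of the positive control SU9516; nearly all actives have a fitted effect of over 60% in size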
#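 Alpha7betagal+/- myoblasts (passage 13) were plated 16-24 hr, then exposed to compounds (1:260 dilution of DMSO stock) for 48 hours at 37C. After MPER lysis, β-galactosidase reporter activity was read as FDG fluorescence (ex 480/em 540) after 30 minutes.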
# FBPA coupling cs – counter-screen for Giardia aldolase inhibitors: coupling enzyme system; coupling enzyme system counterscreen, AmpLite Red fluorescence; 290,000 compounds, 0.67% hits; activity change, negative = inhibition, % at 58.2 µM, hits read low; in the data active = activity change below about -30%; note: % is set by controls: 0 for no effect and ±100 for the full control effect
#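 Activity here indicates interference with the coupling reaction, not aldolase inhibition. Compounds at 57.5 uM final met coupling enzymes for 10 min at RT; substrate and AmpLite Red detection followed, with a 525/598 nm fluorescence read after 20 min.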
# An asterisk follows results filed as active; ? = inconclusive; · = no result given; & = joins results of further samples; [ ] = another dose, or the depositor's remark. Unless noted, calls come from the whole dose curve; as a rule, active = well fitted curve in the direction sought with a large enough effect; inconclusive = small, poorly fitted or top-dose-only effect, or another doubt; inactive = no such curve, though single readings can be large; an effect the other way counts as inactive or inconclusive.
# Results follow in this order: GALK inh	TRPV1 agonist	KCNH2 WT inh	CXXC DNA block	MBNL1-CUG inh	FBPA coupling cs	KCNH2 3.1 block	A-T KAP1 phos	S-ASM inh	a7 integrin act
Cc1cc(SCNC(=O)c2ccccc2)ncn1
 : 0%	3	-8	-2%	-4%	1	-1	5%	4%	-29%
CC(=O)O[C@H]1c2ccccc2-c2ccccc2[C@@H]1OC(C)=O
 : -3%	23	-5	-7%	4%	0	-12	3%	1%	-7%
C[C@H]1CN([C@@H](C)CO)C(=O)Cc2cc(NC(=O)CCC(F)(F)F)ccc2O[C@H]1CN(C)S(=O)(=O)c1ccc(Cl)cc1
 : ·	·	5	·	·	·	11	-1%	-2%	-26%
CCOC(=O)c1c(-c2ccc(C)s2)csc1N
 : -1%	8	8	-9%	?	-41*	7	6%	-7%	13%
Cc1cc(NC(=O)CSCC(=O)N(C)Cc2c(F)cccc2Cl)no1
 : ·	-9	0	·	·	·	14	2%	·	-15%
COc1cc(/C=N/NC(=O)/C(=C\c2ccc([N+](=O)[O-])cc2)NC(=O)c2ccccc2)cc(OC)c1O
 : 1%	-7	-3	-10%	?	-3	-1	·	-20%	5%
CCCn1c(SCC(=O)c2cc(C)ccc2C)n[nH]c1=O
 : 0%	4	0	-1%	-3%	0	-2	0%	1%	7%
Cc1ccc(-c2csc(NC(=O)CCNC(=O)c3ccccc3Cl)n2)cc1
 : 1%	0	1	2%	11%	-2	-7	-2%	-23%	-19%
CCCCCOC(=O)Nc1ccc(S(=O)(=O)Nn2cnnc2)cc1
 : -1%	1	-6	8%	10%	7	1	14%	2%	-11%
CC(=O)N1CCN(c2ccc(NC(=O)c3ccc4c(c3)OCCO4)cc2)CC1
 : 0%	-7	4	-2%	1%	3	16	·	3%	7%
CCc1ccccc1NC(=O)Nc1cnccn1
 : 1%	-4	-7	-1%	2%	-1	0	4%	5%	5%
COc1ccc(C(=O)NC(=S)Nc2ccc3c4c(cccc24)CC3)cc1OC
 : 1%	-4	-11	2%	-8%	3	-22	-6%	-7%	-12%
CCc1ccc2c(c1)C(c1ccncc1)=NNC(c1ccccc1)=N2
 : 0%	?	-1	-1%	9%	0	-1	-5%	0%	-8%
CCOC(=O)c1ccc(NC(=O)c2cc(=O)[nH]c3ccccc23)cc1
 : 0%	3	-8	2%	81%[activator]	2	-7	2%	-4%	14%
COC(=O)N1C(=O)[C@@](CC(C)C)(c2ccccc2)N1C(=O)OC
 : ·	6	·	10%	-2%	0	·	35µM*	·	·
Cn1c(CN2CCOCC2)nnc1SCC(=O)Nc1cccc(C(F)(F)F)c1
 : 5%	-1	-2	-1%	-12%	0	-5	1%	-6%	-2%
CSc1ccc(CCNC(=O)c2nn(C)c3c2CS(=O)(=O)c2ccccc2-3)cc1
 : 4%	-1	5	3%	15%	-1	-1	2%	6%	10%
OCC[C@@H]1C[C@H](O)[C@@H](O)[C@]2(CCc3ccccc3CO2)O1
 : ·	2	-4	-7%	11%	-2	-5	4%	1%	-12%
Cc1ccc(S(=O)(=O)N2CCN(C(=O)Cc3ccc4c(c3)OCCO4)CC2)cc1C
 : 1%	-4	-3	1%	·	1	7	10%	2%	1%
N#Cc1cc([N+](=O)[O-])ccc1NC(=O)CSc1n[nH]c(=O)[nH]c1=O
 : ·	·	-1	·	·	·	-11	0%	-2%	15%
CCN(C(=O)CSc1nnnn1-c1ccc(OC)cc1)C1CCS(=O)(=O)C1 (stereo not given)
 : ·	·	0	·	·	·	5	-2%	3%	6%
CCC(C)c1ccccc1NC(=O)C(C)NCCN(C)C (stereo not given)
 : 5%	-2	10	3%	7%	1	6	-2%	3%	?
CCOC(=O)c1ccc(NC(=O)CSCc2ccco2)cc1
 : -3%	27	4	11%	7%	-1	-10	0%	-4%	-29%
CC1CN(CCC(=O)Nc2ccc3c(c2)OCO3)CC(C)O1 (stereo not given)
 : 11%	2	-11	1%	-7%	-2	-12	4%	4%	-16%
CCn1cc(C(=O)NCC2CCCO2)c2cc(OC)c(OC)cc2c1=O (stereo not given)
 : -2%	1	2	-4%	-5%	0	-1	7%	0%	-28%
Cc1ccc2nc(CCc3ccc(N)cc3)[nH]c2c1
 : -7%	?	-8	-1%	-8%	0	2	14%	10%	24%
COC(=O)c1ccc(C(=O)OC)c(NC(=O)CSCc2ccc(Br)cc2)c1
 : 3%	?	-19	-13%	4%	2	-7	3%	5%	9%
CC(C)C(=O)Nc1cccc(NC(=O)CCN2C(=O)c3ccccc3S2(=O)=O)c1
 : 4%	0	-3	0%	0%	1	11	2%	3%	25%
Cc1nc([N+](=O)[O-])c(C(=O)OCc2cccc(Br)c2)n1C
 : 1%	5	5	45%[activator]	?	0	14	7%	-1%	0%
COc1ccc(OC)c(CCNC(=O)Cc2ccc(NC3=NC4CS(=O)(=O)CC4S3)cc2)c1 (stereo not given)
 : ·	2	-2	·	0%	0	-14	-4%	4%	0%
Cc1nn(-c2ccccc2)c(C)c1P(=O)(c1ccccc1)N(C)C (stereo not given)
 : 2%	2	-11	1%	-13%	-1	-5	6%	2%	-14%
NC(=O)CC(NC(=O)c1cccc(Br)c1)c1ccc(NCCN2CCOCC2)c([N+](=O)[O-])c1 (stereo not given)
 : -2%	-2	·	-7%	?	1	·	-32%	·	·
Cc1ccccc1NC(=O)Cc1nc(COC(=O)C(NC(=O)c2ccccc2C)C(C)C)cs1 (stereo not given)
 : ·	-1	11	·	·	·	-8	3%	3%	-18%
O=C(CCN1C(=O)/C(=C/c2ccccc2F)SC1=S)Nc1ccccn1
 : -7%	0	3	-11%	7%	-1	-16	-4%	·	21%
O=C(NC(=S)Nc1ccc(N2CCCCC2)cc1)c1ccc2c(c1)OCCO2
 : 3%	-4	-4	-12%	·	1	-13	9%	-8%	4%
O=C(CSc1nc(O)c(-c2ccccc2)c(=O)[nH]1)N1CCOCC1
 : 7%	0	-1	1%	?	-3	-7	0%	-1%	10%
COc1ccc(CCN2CC(C(=O)OCc3ccccc3Cl)CC2=O)cc1OC (stereo not given)
 : ·	·	-3	·	·	·	12	·	4%	-3%
COc1ccc(CCNC(=O)c2sc3cc(C)ccc3c2Cl)cc1
 : -2%	8	-4	-8%	7%	-2	9	-1%	-1%	-6%
CC1(C)OC(=O)N2CCc3ccccc3C21C (stereo not given)
 : -1%	-1	0	12%	11%	4	0	·	3%	10%
Cc1ccc(S(=O)(=O)Nc2cnn(-c3ccccc3)c(=O)c2Cl)cc1
 : 3%	-12	-2	-1%	2%	0	5	10%	3%	5%
O=C(NNc1cccc(Cl)n1)Nc1cccc(C(F)(F)F)c1
 : 1%	1	-9	-9%	·	-1	11	3%	-3%	1%
CC(C)Cn1c(SCC(=O)N(C)c2c(N)n(Cc3ccccc3)c(=O)[nH]c2=O)nc2ccccc21
 : ·	-5	9	·	·	·	-28	4%	-2%	-4%
Cc1cccc(/N=C/c2c(O)ccc3oc4c(c23)CCCC4)n1
 : 0%	0	-2	7%	16%	0	-17	18%	-6%	-14%
COc1cc(CCC(=O)NNC(=O)c2ccc(Cl)cc2)cc(OC)c1OC
 : 2%	0	-1	?	-7%	1	2	-9%	-3%	-5%
CC(=O)c1c(C)[nH]c(C(=O)CN2CCN(S(=O)(=O)c3ccccc3[N+](=O)[O-])CC2)c1C
 : ·	0	-1	·	·	·	4	-6%	-1%	-17%
O=C1NC(=S)N/C1=C/c1cc([N+](=O)[O-])ccc1N1CCOCC1
 : 0%	3	-6	3%	?	3	-11	-1%	-4%	-18%
CCOC(=O)c1c(C)n(CCNC(C)=O)c2ccc(O)cc12
 : 2%	-2	5	-2%	-4%	1	1	5%	0%	-2%
CS(=O)(=O)N(CC(=O)NCc1ccncc1)c1cc(Cl)cc(Cl)c1
 : -2%	0	-14	-7%	-3%	0	5	-2%	4%	1%
COc1ccccc1C(=O)NC(=O)CSc1nnc(N)s1
 : ·	2	3	·	·	·	2	-6%	0%	-31%
Cc1cc(=O)[nH]c(SCC(=O)NC(c2ccccc2)c2ccccc2)n1
 : 8%	0	-15	-3%	-9%	6	-1	4%	5%	-9%
COc1ccc(N(CC(=O)NCc2ccco2)C(=O)CCC(=O)Nc2ccccn2)cc1
 : -4%	-1	-5	0%	-6%	1	-2	-2%	8%	0%
CCN(CC)C(=O)CC(c1cc(OC)c(OC)c(OC)c1)c1c(O)cc(OC)cc1OC (stereo not given)
 : 3%	2	-6	8%	4%	-7&0	-2	-14%	7%	8%

# Compound activity: PubChem, National Center for Advancing Translational Sciences (NCATS)

# Rows are unselected. About 2% of those tested had a hit in this group.
